# Screens: PubChem, Broad Institute
# F508del corr – CFTR F508del correction in bronchial cells; 0.36% of 350,000 active; activity (quench increase), % at 7.58 µM; CFBE cells, YFP halide quenching; stimulated with forskolin plus potentiator P3; % fluorescence drop versus neutral controls;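 active = mean added fluorescence quench of at least 8% versus neutral control, with both replicates also reaching 8%; inconclusive = only one of the mean or replicate conditions met; inactive = mean below 8% and not both replicates reaching 8%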;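 also: cells transiently co-express mutant CFTR-F508del with the halide-sensitive YFP; corrector assay measuring rescue of mutant channel to the surface after 24 h compound exposure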
# CASP6 VEID inh – caspase-6 (human) enzyme inhibition; P55212; purified caspase-6, Z-VEID-R110 cleavage fluorescence; inhibition, % at 12.5 µM; 0.53% of 350,000 active; AID 686996;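 active = mean inhibition across replicates at least about 35%, with every replicate also reaching that limit, limit read from the data; inconclusive = only one of the two criteria met; inactive = neither criterion met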;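 also: 0% = median of neutral control wells and 100% = no fluorescence left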
# Target sequence (P55212 24-179 limits assumed): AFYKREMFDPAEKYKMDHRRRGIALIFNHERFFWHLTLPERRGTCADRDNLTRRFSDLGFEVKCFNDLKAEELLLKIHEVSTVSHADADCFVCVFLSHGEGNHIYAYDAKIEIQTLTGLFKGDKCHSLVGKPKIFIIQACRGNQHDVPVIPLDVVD
# Target sequence (P55212 194-293 limits assumed): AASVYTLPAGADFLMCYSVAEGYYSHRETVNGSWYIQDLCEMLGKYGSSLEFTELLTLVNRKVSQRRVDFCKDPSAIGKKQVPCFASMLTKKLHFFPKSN
# ERp5 block – ERp5 (human) disulfide isomerase inhibition; Q15084; ERp5 insulin aggregation, absorbance 650 nm, 90 min; inhibition, % at 9.99 µM; 0.05% of 350,000 active; AID 651711;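 active = mean replicate inhibition above about 25%, with every replicate also reaching it, limit read from the data, passing the limit was not always enough; inconclusive = only one of those two criteria met; inactive = neither criterion met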
# Target sequence (Q15084 whole entry, looked up): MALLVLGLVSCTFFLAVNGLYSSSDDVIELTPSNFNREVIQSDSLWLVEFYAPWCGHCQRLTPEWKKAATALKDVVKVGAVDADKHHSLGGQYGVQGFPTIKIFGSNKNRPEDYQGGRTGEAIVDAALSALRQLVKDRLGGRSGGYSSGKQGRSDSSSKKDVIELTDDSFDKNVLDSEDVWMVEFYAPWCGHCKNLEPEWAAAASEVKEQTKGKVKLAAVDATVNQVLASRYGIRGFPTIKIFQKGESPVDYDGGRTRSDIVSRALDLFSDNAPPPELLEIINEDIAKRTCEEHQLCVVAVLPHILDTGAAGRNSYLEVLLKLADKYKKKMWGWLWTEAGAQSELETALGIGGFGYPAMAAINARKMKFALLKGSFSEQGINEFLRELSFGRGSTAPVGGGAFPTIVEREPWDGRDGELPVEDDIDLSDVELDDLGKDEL
# miR-122 sensor – inhibitors of miR-122 in Huh7 cells; 0.3% of 340,000 active; Huh7 miR-122 Renilla luciferase sensor, 48 h; neutral wells = 0, positive control = 100; activation (reporter increase), % at 12.5 µM;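 active = mean replicate activation score at least 90 and every replicate individually at or above 90; inconclusive = only one of the two criteria met; inactive = neither criterion met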;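 also: higher luciferase means less miR-122 activity so hits act as miR-122 inhibitors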
# DENV2 CPE – protects cells from dengue virus 2 cytopathic effect. DENV2-infected cells, cytopathic effect rescue, plate reader. CPE inhibition, % at 9.99 µM. 1.7% of 350,000 active; in the data active = CPE inhibition above about 20%, passing the limit was not always enough; inconclusive = no clear call, values can overlap the other calls; tested in BHK-21 cells;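 also: 0% = median of neutral control wells and 100% = median of positive control wells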
# ERAP1 inh – blocks human ERAP1 aminopeptidase activity | Q9NZ08 | recombinant ERAP1, Leu-AMC fluorescence, 60 min | inhibition, % at 10.7 µM | 0.15% of 340,000 active;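 active = mean replicate inhibition of at least 30%, or all replicates individually reaching that 30% level; inactive = mean below 30% and not every replicate reaching it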;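 also: 0% = neutral control wells and 100% = L-leucinethiol positive control wells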
# SIRT5 inh – inhibitors of human sirtuin-5 desuccinylase | Purified SirT5, succinyl-peptide AMC, trypsin-coupled fluorescence | inhibition, % at 15 µM | 1.1% of 330,000 active | AID 652115 | Q9NXA8; in the data active = inhibition above about 15%; inconclusive = no clear call, values can overlap the other calls
# Target sequence (Q9NXA8 whole entry, looked up): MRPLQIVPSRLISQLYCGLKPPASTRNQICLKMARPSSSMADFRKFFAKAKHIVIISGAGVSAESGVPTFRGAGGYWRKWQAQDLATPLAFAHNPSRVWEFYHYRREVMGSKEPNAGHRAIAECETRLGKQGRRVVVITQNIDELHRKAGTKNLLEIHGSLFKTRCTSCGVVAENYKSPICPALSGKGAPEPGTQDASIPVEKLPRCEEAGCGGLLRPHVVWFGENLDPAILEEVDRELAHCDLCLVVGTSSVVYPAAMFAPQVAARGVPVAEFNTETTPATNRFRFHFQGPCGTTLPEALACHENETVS
# Starred values were filed as active, the others as inactive; ? = inconclusive; · = not tested or not shown; [ ] = remark or other dose.
molecule	F508del corr	CASP6 VEID inh	ERp5 block	miR-122 sensor	DENV2 CPE	ERAP1 inh	SIRT5 inh
C[C@@H]1CN([C@H](C)CO)C(=O)c2c(c3ccccc3n2C)-c2ccccc2CO[C@@H]1CN(C)C(=O)c1ccccc1	-1.6	1	-3	·	17	-4	-4
CCCC(=O)Nc1ccc2c(c1)OC[C@H](C)N(Cc1nccs1)C[C@H](C)[C@@H](OC)CN(C)C2=O	-1.2	-3	-3	·	-7	2	7
Cc1noc(C)c1NC(=O)Nc1ccc2c(c1)CC(=O)N([C@@H](C)CO)C[C@@H](C)[C@@H](CN(C)C(=O)NC1CCCCC1)O2	-0.2	·	12	-5[16.7 µM]	-5	0	-6
CCOC(=O)c1cc(-c2ccccc2)nn1Cc1cc(C)no1	1.6	2	2	-1	4	4	-4
CCC1=Nc2cc(C(=O)NCCN3CCCC3)ccc2Sc2ccccc21	0.6	0	-8	-1	20	0	0
Fc1ccc(-c2nnc(-c3ccc(Cl)cc3Cl)o2)cc1	1.8	1	5	-6	-1	·	·
Clc1ccccc1CN1CCSCC1	-0.1	2	2	1	-5	-3	1
COc1cccc(NC(=O)C[C@@H]2CC[C@H]3[C@@H](COc4ccc(NS(=O)(=O)c5cccc(F)c5)cc4C(=O)N3C)O2)c1	-0.8	·	·	13[16.7 µM]	-2	·	·
COc1ccc(CN2[C@H](CO)[C@@H]3c4ccccc4N(C(=O)Nc4ccc(F)cc4)C[C@@H]32)cc1	1.1	0	-2	29[16.7 µM]	0	-1	-2
CCOc1ccccc1NC(=S)Nc1ccc2cn[nH]c2c1	3.2	4	5	·	3	1	-2
COCC(=O)Nc1ccc2c(c1)C(=O)N(C)C[C@H](OC)[C@@H](C)CN(C(=O)Cc1ccccn1)[C@H](C)CO2	1.9	-4	-4	·	-2	-1	3
CC1Sc2ccc(S(=O)(=O)N(C)Cc3ccccc3)cc2NC1=O (stereo not drawn)	-0.7	6	1	17	3	-1	-7
COc1ccc(NC(=O)C2(c3ccc(NC(=O)c4ccc(C)cc4)cc3)CCCC2)cc1	0.8	0	0	·	2	3	2
CC(Cc1cccs1)NC(=S)Nc1ccc(Cl)cc1 (stereo not drawn)	0.2	-5	-6	4	6	-1	0
Cc1ccc(OCCNc2ccc(S(=O)(=O)N3CCCC3)cn2)cc1	-4.6	-2	4	0	-5	-2	-9
C[C@H](CO)N1C[C@H](C)[C@H](CN(C)Cc2ccc(Oc3ccccc3)cc2)Oc2c(NC(=O)c3cnccn3)cccc2C1=O	1.2	0	-4	3[16.7 µM]	-9	0	10
N#Cc1ccc(C23CC4(C2)[C@H](CN(Cc2ccc(C(F)(F)F)cc2)[C@@H]4c2ccccc2)C3c2ccc(C(F)(F)F)cc2)cc1 (stereo partly drawn)	4.2	-2	-4	·	5	6	3
O=C(O)C1Cc2ccccc2CN1S(=O)(=O)c1ccc(Cl)cc1 (stereo not drawn)	1.6	3	0	·	9	-7	-3
Cc1cc(C(=O)CSc2nn3c(=O)c(C(C)(C)C)nnc3s2)c(C)n1C1CC1	-0.7	4	0	·	3	4	0
CCn1c(-c2ccccc2Cl)nn(CC(=O)Nc2ccccc2OC)c1=S	·	3	-4	·	·	1	-2
CN1[C@@H]2c3ccc(-c4ccc(F)cc4)c(=O)n3C[C@@H]2[C@@H](CO)[C@@H]1C(=O)NCCN1CCCCC1	-0.3	-2	2	1[16.7 µM]	13	-1	-2
O=C(C[C@H]1C=C[C@@H](NC(=O)C2CCOCC2)[C@@H](CO)O1)NCc1ccncc1	0.7	1	2	·	-2	-1	0
Cc1cc(C)cc(OCC(=O)N2Cc3ccccc3CC2C(=O)O)c1 (stereo not drawn)	0.2	3	2	0	-2	-3	-1
Nc1ccccc1/C=C/c1ccccc1N	-4.4	-2	-6	·	-3	-8	-1
Cc1ccnc(Nc2nc(-c3ccc(F)cc3)cs2)c1	5.1	2	0	-2	0	1	-3
O=C(Nc1ccc2c(c1)[C@H]1C[C@@H](CC(=O)N3CCCCC3)O[C@H](CO)[C@H]1O2)C1CCC1	-1.4	-2	-8	3[16.7 µM]	-1	1	3
C[C@H]1CN([C@@H](C)CO)C(=O)c2cc(NC(=O)CCN3CCOCC3)ccc2O[C@H]1CN(C)CC1CCCCC1	3.3	-5	1	5[16.7 µM]	-7	-4	-35
O=C(COC(=O)Cc1c(F)cccc1Cl)NC1CCS(=O)(=O)C1 (stereo not drawn)	-1.6	0	1	3	-7	-5	-2
CCC(=O)N(C)C[C@H]1Oc2cc(/C=C/c3ccccc3)ccc2S(=O)(=O)N([C@H](C)CO)C[C@H]1C	-1.5	15	-1	-21[16.7 µM]	10	2	5
CCc1ccc(C(=O)NNC(=O)C2CC(=O)N(Cc3ccccc3)C2)cc1 (stereo not drawn)	1.1	0	5	-2	-18	-1	-4
Cc1ccc(-c2cc3c(N=O)c4ccccc4c-3n[nH]2)cc1	0.2	0	3	·	-1	-1	1
COc1cc2c(c(OC)c1OC)-c1c(cc3c(c1O)OCO3)C[C@@H](C)[C@@H](C)C2	-0.9	1	4	4	-1	16	-3
COc1ccccc1OCC(=O)Nc1cccc(-c2nnc(-c3ccco3)o2)c1	3.5	4	-2	·	13	-2	3
CCOC(=O)C1=C(c2ccccc2)OC(N)=C(C#N)C1c1cccnc1 (stereo not drawn)	1.4	-2	0	13	-1	-7	-5
Cc1ccc2c(CSc3nncn3C)cc(=O)oc2c1C	-0.5	-1	-3	-5	-2	3	·
CC(C)(C)n1ncc2c(=O)n(Cc3cccc(Cl)c3)cnc21	-0.8	-8	-1	2	·	-2	-1
CC(=O)N1CC2(C1)[C@H](c1ccccc1)[C@@H](CO)N2Cc1ccccc1	-1.5	0	-1	·	24*	-4	0
COc1ccc(C(=O)CCC(=O)Nc2cccnc2)c(OC)c1	0.7	-3	-8	1	-3	3	-2
O=C(C[C@H]1C[C@H]2c3cc(NS(=O)(=O)c4ccc(F)cc4)ccc3O[C@H]2[C@H](CO)O1)NC1CCCCC1	-2.2	0	1	5[16.7 µM]	3	4	4
Cc1ccc(S(=O)(=O)N(C)C[C@@H]2OCCCC[C@@H](C)Oc3ccc(NS(C)(=O)=O)cc3C(=O)N([C@H](C)CO)C[C@H]2C)cc1	2.0	2	-3	-5[16.7 µM]	0	2	1
Cc1c(O[C@@H]2O[C@H](CO)[C@@H](O)[C@H](O)[C@H]2O)ccc2c1oc(=O)c1ccccc12	-3.6	0	1	0	0	3	-25
Cc1ccccc1-c1cccc([C@@H]2C[C@H]3[C@H](CON3C)CN2Cc2ccccc2)c1	-1.5	1	6	2	8	1	0
C=CCNC(=O)C1CCC(=O)N1S(=O)(=O)c1ccc(C)cc1 (stereo not drawn)	0.8	-2	0	-5	20	-2	-1
COc1ccccc1NC(=O)N[C@H]1CC[C@@H](CCn2cc(-c3ccccc3OC)nn2)O[C@H]1CO	-4.7	-5	1	·	-3	2	2
O=C(CSc1nc2ccccc2c(=O)n1CC1CCCO1)NCc1ccccc1 (stereo not drawn)	3.0	9	-4	5	-4	-3	-1
COc1ccc(S(=O)(=O)N2CCN(C(=O)c3cc4c(s3)CCC4)CC2)cc1	1.5	11	2	-6	-3	-1	1
Cc1ccc(CNC(=O)CC(C)S(=O)(=O)c2ccc3c(c2)NC(=O)CO3)cc1 (stereo not drawn)	2.1	-3	3	-4	-1	-2	0
CCOC(=O)/C=C/c1c(OC)cccc1OC	-0.9	0	1	·	11	2	-1
CC(=O)C[C@H]1c2cc(C(F)(F)F)ccc2S(=O)(=O)N1C1CCCC1	0.9	0	1	105*	-4	·	·
CC(=O)OCC(=O)[C@H]1CC[C@H]2[C@@H]3CCC4=CC(=O)CC[C@]4(C)[C@H]3CC[C@]12C	4.3	5	-7	6	16	-1	0
CCSc1nc2c([nH]1)c(=O)n(C)c(=S)n2C	1.1	0	-2	·	-2	-2	0
COc1ccc(NC(=O)N(C)C[C@@H]2Oc3ccc(NC(=O)Nc4c(C)noc4C)cc3CC(=O)N([C@H](C)CO)C[C@H]2C)cc1	-0.9	-1	-14	17[16.7 µM]	-7	-4	-4
C[C@@H]1CCCCO[C@H](CN(C)CC2CCCCC2)[C@H](C)CN([C@H](C)CO)C(=O)c2cc(NC(=O)Nc3ccccc3)ccc2O1	-0.1	1	1	-5[16.7 µM]	-1	-1	6
CCCC#Cc1ccc([C@@H]2[C@H]3CN(Cc4cccnc4)CCCCN3[C@H]2CO)cc1	4.0	-1	4	3[16.7 µM]	19	0	4
CCOC(=O)C(=O)N(C)c1c(CC)nc2c(OCc3ccc(OC(F)F)cc3)cccn12	-0.3	·	-1	-3	-2	-2	2
C=CCOc1ccccc1CN1CCCCCC1	2.2	-12	0	0	-5	-1	-2
C[C@@H]1CN([C@@H](C)CO)C(=O)Cc2cc(NC(=O)c3ccncc3)ccc2O[C@@H]1CN(C)CC1CC1	-5.8	1	4	12[16.7 µM]	1	1	-1
O=C(CSc1nc2ccccc2c(=O)n1-c1ccc(OC(F)F)cc1)NCc1cccs1	·	0	-8	3	·	-5	-1
Cc1ccc([C@@H]2C[C@H]3[C@@H](CN2S(=O)(=O)c2ccc(C)cc2)C(=O)C[C@@H](c2cccc(Cl)c2)N3S(=O)(=O)c2ccc(C)cc2)cc1	-2.3	-5	2	-1	-5	·	-3
COc1ccc(S(=O)(=O)N(C)C[C@H]2OCCCC[C@@H](C)Oc3ccc(NC(=O)CCC(F)(F)F)cc3C(=O)N([C@@H](C)CO)C[C@@H]2C)cc1	2.6	-1	0	-2[16.7 µM]	10	-1	5

# An excerpt of these results, with each value named.
O=C(CSc1nc2ccccc2c(=O)n1-c1ccc(OC(F)F)cc1)NCc1cccs1
  F508del corr: · | CASP6 VEID inh: 0 | ERp5 block: -8 | miR-122 sensor: 3 | DENV2 CPE: · | ERAP1 inh: -5 | SIRT5 inh: -1
Cc1ccc([C@@H]2C[C@H]3[C@@H](CN2S(=O)(=O)c2ccc(C)cc2)C(=O)C[C@@H](c2cccc(Cl)c2)N3S(=O)(=O)c2ccc(C)cc2)cc1
  F508del corr: -2.3 | CASP6 VEID inh: -5 | ERp5 block: 2 | miR-122 sensor: -1 | DENV2 CPE: -5 | ERAP1 inh: · | SIRT5 inh: -3

# Additional compounds follow:
molecule	F508del corr	CASP6 VEID inh	ERp5 block	miR-122 sensor	DENV2 CPE	ERAP1 inh	SIRT5 inh
Cc1ccc(C(=O)NNS(=O)(=O)c2ccc(F)cc2)cc1	0.8	3	-1	22	-2	0	-5
O=C(CSc1nccc(=O)[nH]1)NN(c1ccccc1)c1ccccc1	5.3	2	3	-2	3	0	0
CO[C@H]1CN(C)C(=O)c2cc(NC(=O)C3CC3)ccc2OC[C@H](C)N(C(=O)C2CCOCC2)C[C@@H]1C	-4.5	1	15	·	17	0	-6
CO[C@@H]1CN(C)C(=O)c2ccc(NC(=O)C3CC3)cc2OC[C@@H](C)N(C(=O)CN(C)C)C[C@H]1C	5.6	-4	2	·	0	0	4
CC(C)(C)c1ccc(C(=O)OCCN2CCCCC2)cc1	0.7	-7	-2	-7	7	6	-6
O=C(OCc1ccc(Br)cc1)c1cccnc1	2.4	-3	3	-2	-7	-2	-5
CN(C)Cc1csc(Nc2ccc(C(=O)c3ccccc3)cc2)n1	-2.3	-1	-1	-3	-12	7	0
COc1ccc(/C=N/N2CCOCC2)cc1Cn1nc(C)c([N+](=O)[O-])c1C	-1.0	0	8	·	8	-3	-6
CCC1CCCCN1C(=O)COc1c(Br)cc(Br)c2cccnc12 (stereo not drawn)	-3.0	2	1	·	-4	2	-2
C[C@@H]1CN([C@@H](C)CO)S(=O)(=O)c2ccc(C#Cc3ccccc3F)cc2O[C@@H]1CN(C)CC1CC1	-0.1	2	1	5[16.7 µM]	-12	-4	-3
O=C(C[C@H]1C=C[C@H](NC(=O)c2ccc(F)cc2)[C@@H](CO)O1)NCCc1ccccc1	1.4	-3	4	·	?	-1	1
O=C(CCNC(=O)c1ccccc1Cl)Nc1cccc(S(=O)(=O)N2CCCCC2)c1	1.4	0	0	17	0	3	-4
O=C(NCC1CCN(C(=O)C(=O)c2cc3ccccc3o2)CC1)c1cccnc1	3.8	0	3	·	?	5	·
